# Screening data deposited in PubChem BioAssay by Broad Institute.
# CASP6 VEID inh = blocks human caspase-6 cleavage activity | hit rate 0.53% among 350,000 | inhibition, % at 12.5 µM | purified caspase-6, Z-VEID-R110 cleavage fluorescence | AID 686996 | P55212;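 active means mean inhibition across replicates at least about 35%, with every replicate also reaching that limit, limit read from the data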;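 further: 0% = median of neutral control wells and 100% = no fluorescence left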
# Target sequence (P55212 24-179 limits assumed): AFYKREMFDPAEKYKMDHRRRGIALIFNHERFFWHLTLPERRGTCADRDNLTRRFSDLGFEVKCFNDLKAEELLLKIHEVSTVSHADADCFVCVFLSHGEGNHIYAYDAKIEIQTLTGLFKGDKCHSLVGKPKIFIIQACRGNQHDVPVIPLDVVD
# Target sequence (P55212 194-293 limits assumed): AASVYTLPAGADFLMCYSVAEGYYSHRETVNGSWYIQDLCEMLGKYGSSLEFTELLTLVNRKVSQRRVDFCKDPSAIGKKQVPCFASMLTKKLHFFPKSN
# LGR2 antag = Drosophila LGR2 receptor signaling inhibition | hit rate 0.35% among 380,000 | inhibition, % at 9.99 µM | HEK293 LGR2, CRE-luciferase, bursicon-stimulated, 4 h;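 active means drop in luminescence signal, shown as inhibition above about 50% in the replicate tests, limit read from the data, passing the limit was not always enough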;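 further: agonist challenge used bursicon conditioned medium at about half maximal strength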
# miR-122 sensor = blocks miR-122 activity in Huh7 sensor cells; Huh7 miR-122 Renilla luciferase sensor, 48 h; neutral wells = 0, positive control = 100; activation (reporter increase), % at 12.5 µM; hit rate 0.3% among 340,000;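 active means mean replicate activation score at least 90 and every replicate individually at or above 90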;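 further: higher luciferase means less miR-122 activity so hits act as miR-122 inhibitors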
# PAX8 inh HTS = lowers PAX8-driven luciferase in RMG-I cells; AID 652154; hit rate 1.2% among 360,000; inhibition, % at 12.6 µM; RMG-I TPO-luciferase reporter, SteadyGlo, 24 h;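 active means mean replicate inhibition at least 60% with every replicate also reaching 60%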;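 further: luciferase light reporting Pax8 driven TPO promoter activity; plate controls were median of neutral control wells for no effect and mitoxantrone controls for full effect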
# FN deposit inh = fibronectin deposition inhibition | AH1F fibroblasts, Alexa488-fibronectin deposition fluorescence, overnight | inhibition, % at 12.6 µM | hit rate 0.086% among 350,000 | AID 743247;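 active means mean inhibition across replicates of 30% or more, regardless of how many single replicates reach that level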;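 further: positive control wells lacked labelled fibronectin entirely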
#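 Material – AH1F fibroblast monolayer, labelled fibronectin deposition · Reagent – labelled fibronectin 24 nM · Timing – 1 h adhesion, overnight exposure · Measured by – fluorescence at 485 nm excitation, 525 nm emission · Read-out – inhibition of fibronectin deposition signal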
# PGC1a acetyl inh = lowers PGC1a acetylation signal in U2OS cells; AlphaScreen anti-acetyl-lysine; with virally co-expressed GCN5 acetyltransferase; inhibition, % at 15.6 µM; hit rate 0.17% among 350,000; AID 651687;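 active means every replicate shows inhibition of at least 40%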;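 further: 0% = neutral control wells and 100% = positive control wells; some results beyond the cut were filed as inactive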
# EWS-Fli inh = inhibitors of EWS/Fli oncoprotein transcriptional activity; A673 NR0B1-luciferase reporter, viability-normalised; inhibition, % at 12.6 µM; hit rate 0.67% among 350,000; AID 651661;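 active means mean inhibition of at least 50% after viability correction, with every replicate also passing that limit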;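 further: firefly luciferase signal divided by Alamar Blue viability fluorescence both relative to DMSO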
# Cneo AK release = causes C. neoformans cell lysis. adenylate kinase release luminescence, 4 h; normalised: neutral wells 0, clomiphene wells 100. lysis activity, % at 15 µM. hit rate 0.2% among 360,000. AID 651654;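 active means mean lysis activity across replicates of at least 80%, whatever share of replicates individually reach that level; inactive means mean lysis activity below 80%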
#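 Assay system: C. neoformans cells. Amount: yeast cell density of 5 × 10^6 cells/mL. Technique: AK luminescence. Buffer or medium: YPD. Times: static 4 h at 37 °C with compound, 1 h detection. Dosing: single-point compound dose. Read-out: lysis from increased AK signal.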
# Numbers without * were called inactive; x = not tested or not shown; & = joins results of further samples; [ ] = dose if it differs, or a comment.
SMILES,CASP6 VEID inh,LGR2 antag,miR-122 sensor,PAX8 inh HTS,FN deposit inh,PGC1a acetyl inh,EWS-Fli inh,Cneo AK release
COc1ccc(S(=O)(=O)N(C)C[C@@H]2Oc3cc(Br)ccc3S(=O)(=O)N([C@H](C)CO)C[C@@H]2C)cc1,3.1&-1.2,-12.4&0.8,9.1,0.5,-5.5&0.8,-16.3&-7.0,7.1&3.5,-0.7&-7.2
O=C1CSC(c2ccncc2)N1Cc1ccc(F)cc1 (configuration not stated),-2.5,-7.0,x,-2.6,5.7,-6.3,10.3,x
CCCCCCC(=O)Nc1nnc(CC)s1,x,x,-3.2,-15.2,3.2,10.5,x,2.1
CCOc1cc(NC(=O)c2cccs2)c(OCC)cc1NC(=O)c1ccccn1,-0.3,5.2,x,5.6,x,x,8.7,x
CN1c2ccc(-c3cccc(C#N)c3)cc2[C@H]2[C@H](CCN2C(=O)CC2CC2)[C@H]1CO,x,2.4,-4.7[16.7 µM],-23.3,-2.9,-2.4,-2.2,4.2
Cc1c(S(=O)(=O)c2ccccn2)c(N)n(Cc2cccc(Cl)c2)c1C,1.8,-1.8,-4.6,-4.5,-14.1,3.7,3.1,2.8
CC(C)(C)c1ccc(OCC(=O)NNC(=S)NC(=O)c2ccccc2[N+](=O)[O-])c(Br)c1,0.7,3.8,x,20.3,-4.2,x,18.1,x
Cc1cccc(-n2ccnc2SCC(=O)Nc2nccs2)c1,x,-21.7,-3.2,x,x,-1.2,x,0.4
CC(C)(C)OC(=O)N(Cc1ccccc1)Cc1ccc(OCc2cccc(NC(=O)c3ccccc3)c2)cc1,1.3,-1.3,2.1,19.1,6.1,-25.4,11.8,-0.5
Cc1nnc(NC(=O)CCSCCC(=O)Nc2nnc(C)s2)s1,10.6,-4.5,-0.1,6.5,x,7.6,5.8,x
CCCCOCC1CN(CCCC)S(=O)(=O)c2c(cccc2Sc2ccc(SC)cc2)O1 (configuration not stated),-4.6,1.4,x,-24.7,-6.5,x,4.4,x
COc1ccc(C(=O)NCC2(N3CCCCC3)CCCCC2)cc1S(=O)(=O)N(C)C,0.1,6.9,-7.3,3.8,-9.9,20.4,0.2,-1.1
O=C(CCCc1nc(-c2ccccc2)no1)NC1CCCC1,4.5,5.6,-2.7,2.3,-3.0,x,-7.3,0.0
Cc1ccc(S(=O)(=O)Nc2ccc3c(c2)CC(=O)N([C@@H](C)CO)C[C@@H](C)[C@H](CN(C)Cc2ccc(Oc4ccccc4)cc2)O3)cc1,-0.7,6.3,-8.0[16.7 µM],33.4,x,-10.5,40.5,-2.6
COc1nc(-c2cnccn2)sc1C,-3.6,14.5,1.1,2.8,-2.9,-1.0,10.9,x
CC(C)(C)c1ccc(C(=O)N2CCC(NC(=O)c3ccccc3)CC2)cc1,-1.1,1.1,x,30.3,-3.3,x,13.7,-0.3
CCN1CCN(CCNC(=O)c2ccc(CS(=O)c3ccc(Cl)cc3)o2)CC1 (configuration not stated),-17.3,9.6,-0.4,2.4,10.7,-8.7,-1.6,0.7
COc1ccc(/C=N/NC(=O)c2ccccc2O)cc1COc1ccccn1,0.5,10.7,30.8,-7.8,0.8,1.6,-0.2,0.0
Cc1nnc(SCc2ccccc2CSc2nnc(C)s2)s1,1.4,x,x,-1.4,-5.8,x,10.4,x
Cc1ccc(Oc2ccccc2NC(=O)C2=COCCO2)cc1,-0.8,13.6,x,-1.7,0.8,x,-0.4,x

# At a glance, part of the list above:
SMILES,CASP6 VEID inh,LGR2 antag,miR-122 sensor,PAX8 inh HTS,FN deposit inh,PGC1a acetyl inh,EWS-Fli inh,Cneo AK release
COc1ccc(S(=O)(=O)N(C)C[C@@H]2Oc3cc(Br)ccc3S(=O)(=O)N([C@H](C)CO)C[C@@H]2C)cc1,3.1&-1.2,-12.4&0.8,9.1,0.5,-5.5&0.8,-16.3&-7.0,7.1&3.5,-0.7&-7.2
O=C1CSC(c2ccncc2)N1Cc1ccc(F)cc1 (configuration not stated),-2.5,-7.0,x,-2.6,5.7,-6.3,10.3,x
CCCCCCC(=O)Nc1nnc(CC)s1,x,x,-3.2,-15.2,3.2,10.5,x,2.1
CCOc1cc(NC(=O)c2cccs2)c(OCC)cc1NC(=O)c1ccccn1,-0.3,5.2,x,5.6,x,x,8.7,x
CN1c2ccc(-c3cccc(C#N)c3)cc2[C@H]2[C@H](CCN2C(=O)CC2CC2)[C@H]1CO,x,2.4,-4.7[16.7 µM],-23.3,-2.9,-2.4,-2.2,4.2
Cc1c(S(=O)(=O)c2ccccn2)c(N)n(Cc2cccc(Cl)c2)c1C,1.8,-1.8,-4.6,-4.5,-14.1,3.7,3.1,2.8
CC(C)(C)c1ccc(OCC(=O)NNC(=S)NC(=O)c2ccccc2[N+](=O)[O-])c(Br)c1,0.7,3.8,x,20.3,-4.2,x,18.1,x
Cc1cccc(-n2ccnc2SCC(=O)Nc2nccs2)c1,x,-21.7,-3.2,x,x,-1.2,x,0.4
CC(C)(C)OC(=O)N(Cc1ccccc1)Cc1ccc(OCc2cccc(NC(=O)c3ccccc3)c2)cc1,1.3,-1.3,2.1,19.1,6.1,-25.4,11.8,-0.5
Cc1nnc(NC(=O)CCSCCC(=O)Nc2nnc(C)s2)s1,10.6,-4.5,-0.1,6.5,x,7.6,5.8,x
CCCCOCC1CN(CCCC)S(=O)(=O)c2c(cccc2Sc2ccc(SC)cc2)O1 (configuration not stated),-4.6,1.4,x,-24.7,-6.5,x,4.4,x
COc1ccc(C(=O)NCC2(N3CCCCC3)CCCCC2)cc1S(=O)(=O)N(C)C,0.1,6.9,-7.3,3.8,-9.9,20.4,0.2,-1.1

# Further entries:
SMILES,CASP6 VEID inh,LGR2 antag,miR-122 sensor,PAX8 inh HTS,FN deposit inh,PGC1a acetyl inh,EWS-Fli inh,Cneo AK release
Cc1noc(C)c1S(=O)(=O)Nc1ccc2c(c1)C(=O)N([C@H](C)CO)C[C@@H](C)[C@H](CN(C)S(=O)(=O)c1cccs1)O2,3.9,-1.9,3.2[16.7 µM],-8.3,x,-1.0,-1.8,-1.7
O=C(c1ccccc1)N1CCc2ccccc21,x,6.1,-3.5,x,x,-19.9,x,-3.1
C=CC[C@@H](CC(=O)N[C@@H](CO)Cc1ccccc1)C(=O)N[C@@H](COC(=O)[C@@H](CC=C)Cc1ccc(F)cc1)Cc1ccccc1,-2.5,1.1,-7.0,3.0,-5.5,x,5.2,4.5
N#Cc1cccc(NC(=O)CSc2sc3c(O)cc(=O)[nH]c3c2C#N)c1,34.7,-15.9,1.6,2.3,-0.9,-8.0,-32.2,-1.0
COc1ccccc1CNC(=S)Nc1cc(C)ccc1C,2.5,-2.2,0.7,-4.9,6.9,22.8,5.7,x
CCC(=O)N(C)C[C@@H]1Oc2cc(C#Cc3cccnc3)ccc2S(=O)(=O)N([C@H](C)CO)C[C@@H]1C,-3.3,7.8,4.2[16.7 µM],-16.6,x,14.0,2.8,-0.1
CN1CCCN(Cc2ccc(Cl)cc2Cl)CC1,-11.7,0.5,2.1,x,x,4.1,0.1,-2.3
C[C@@H]1CNCCN1c1ccc(N2CCN(Cc3ccccc3)[C@@H](C)C2)c(C#N)c1,-4.5,-15.8,x,6.6,2.5,x,10.6,x
CCOc1ccc(N2C(=O)C(c3ccccc3)=C(c3nc4ccccc4s3)C2NC(C)=O)cc1 (configuration not stated),x,x,-1.7,x,-9.6,-7.9,x,-1.5
CC(=O)Nc1cc(C(=O)NCc2ccco2)ccc1Sc1ccc(Cl)cc1,4.9,x,x,16.9,1.9,x,-13.4,x
C[C@H]1CN([C@@H](C)CO)S(=O)(=O)c2ccc(-c3ccc(F)cc3)cc2O[C@H]1CN(C)Cc1cccc(F)c1,x,15.8,0.6[16.7 µM],x,x,4.6,-13.1,x
CC1Cc2ccccc2N1C(=O)CSc1nnc2n1C(C)(C)Cc1ccccc1-2 (configuration not stated),x,x,-5.9,31.3,x,8.4,x,-9.3
CCOc1ccc(/C=N/NC(=S)NC2CC3CCC2C3)cc1 (configuration not stated),-1.7,-5.7,6.5,-4.2,-4.0,7.9,12.7,29.1
CCN1CCN(c2oc(-c3ccco3)nc2C#N)CC1,-2.9,5.6,-4.5,3.0,-1.9,0.4,10.3,5.4
Cc1nc(NCCc2ccccc2)c2nnn(Cc3ccccc3)c2n1,3.1,-6.1,1.6,-4.7,-7.0,3.9,4.8,3.0
COCC#Cc1ccc2c(c1)O[C@@H](CN(C)Cc1ccccc1)[C@@H](C)CN([C@H](C)CO)S2(=O)=O,3.1,8.9,-2.1[16.7 µM],x,x,-22.0,9.3,-0.3
O=C(NCc1ccccc1)c1ccc(Cl)c(S(=O)(=O)N2CCCC2)c1,-2.3,-6.2,23.7,12.0,-2.7,-48.3,14.6,0.2
COC(OC)c1ccnc(-c2ccc(OC(=O)c3ccc(F)cc3)cc2)n1,x,-44.5,x,-9.2,-1.5,-1.9,-14.6,x
CCC(=O)N1CCC1(C)C(=O)Nc1ccc2nc(C)ccc2c1 (configuration not stated),0.0,-1.9,-2.4,-9.3,1.1,5.2,-21.0,0.0
COc1ccc(CN2CCN(Cc3ccc(C)cc3)CC2)c(OC)c1,-1.2,-1.2,2.5,7.6,-6.2,2.7,5.3,0.9
Cc1cccc(C)c1OCC(=O)N=Nc1c(O)[nH]c2ccc(Br)cc12,x,8.3,-14.2,x,-17.1,-10.4,x,-0.1
COc1cc(NC(=O)c2cc(C(C)C)on2)c(OC)cc1Cl,x,x,6.3,26.3,x,-17.0,x,0.4
NNc1nc(-c2ccccc2)cc(-c2ccccc2O)n1,-2.8,-10.3,26.1,x,x,-10.4,18.8,-3.0
O=C1CCCC(O)=C1N=Nc1cccc(S(=O)(=O)N2CCOCC2)c1,9.8,-8.5,-1.5,-11.2,0.5,-5.2,8.4,x
CC1(C(=O)NCCC(F)(F)F)Cc2c(-c3ccccc3)ccnc2O1 (configuration not stated),1.8,10.4,10.7,1.4,8.9,12.7,-1.6,0.2
Cc1cccc(NC(=O)CSc2nc3ccccc3c(=O)n2C)c1,-0.6,14.5,-2.6,-6.4,-2.0,-17.4,9.9,-1.2
Cc1ccc(C)c(N2CCN(C(=O)c3ccc(CS(=O)Cc4cccc(Cl)c4)o3)CC2)c1 (configuration not stated),-2.5,1.7,-3.2,13.7,-8.9,2.4,3.8,-7.2
CC(=O)Nc1ccc(NC(=O)C(NC(=O)c2ccc(Cl)cc2)C(C)C)cc1 (configuration not stated),0.0,-11.4,-2.3,10.6,0.5,-1.8,-2.6,3.1
O=C(N/N=C/c1cccc2ccccc12)c1cc(C2CC2)[nH]n1,-0.7,-26.6,-2.9,-10.3,-10.4,-0.2,-67.9,-0.2
Cc1cccc(S(=O)(=O)N2CC[C@@H]3[C@H](CO)N(C)c4ccc(-c5ccccc5F)cc4[C@@H]32)c1,2.0,-5.4,-3.1[16.7 µM],-1.7,5.6,-35.4,2.5,23.5
COc1ccc(NC(=O)c2cccnc2)cc1OCC(C)C,0.0,-18.5,4.2,6.9,1.0,-6.3,-0.1,-1.0
C[C@@H]1CN([C@@H](C)CO)C(=O)c2cc(NC(=O)Nc3cccc4ccccc34)ccc2O[C@@H]1CN(C)Cc1ccccc1,1.4,-2.5,3.6[16.7 µM],13.9,x,x,-8.4,2.2
CC1CCC(N(CCCN)Cc2ccco2)CC1C (configuration not stated),-25.9,-2.7,-3.9,-3.2,3.9,-10.3,-2.8,-0.4
N#Cc1c(-c2ccccc2)nc(SCc2ccc(Cl)cc2)[nH]c1=O,7.9,-6.6,-1.4,-29.0,-0.1,-2.2,-16.8,1.4
O=C(Nc1cccc(C(=O)O)c1)/C(=C\c1ccccc1)NC(=O)c1ccccc1Cl,x,x,-3.9,x,-1.3,-4.5,x,-0.6
